Bioassay records from PubChem.
GSIS activator: GLuc luminescence reporter in INS-1E cells, primary screen for activators of glucose-dependent secretion of insulin; INS-1E GLuc reporter insulin secretion, 2-3 h; activation, % at 16.6 µM; hit rate 0.61% among 370,000;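 active = lowest replicate activation of at least 40%, so every replicate reaches that level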;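 note: 0% = median of neutral control wells and 100% = median of IBMX positive control wells; some compounds called inactive have numbers as strong as hits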
F508del corr: correctors of CFTR F508del function in bronchial epithelial cells; AID 720511; CFBE cells, YFP halide quenching; stimulated with forskolin plus potentiator P3; % fluorescence drop versus neutral controls; hit rate 0.36% among 350,000; activity (quench increase), % at 7.58 µM;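 active = mean added fluorescence quench of at least 8% versus neutral control, with both replicates also reaching 8%; inconclusive = only one of the mean or replicate conditions met; inactive = mean below 8% and not both replicates reaching 8%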;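 note: cells transiently co-express mutant CFTR-F508del with the halide-sensitive YFP; corrector assay measuring rescue of mutant channel to the surface after 24 h compound exposure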
miR122 inh: inhibitors of miR-122 in Huh7 cells | AID 602342 | Huh7 miR-122 Renilla luciferase sensor, 48 h; neutral wells = 0, positive control = 100 | activation (reporter increase), % at 12.5 µM | hit rate 0.3% among 340,000;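 active = mean replicate activation score at least 90 and every replicate individually at or above 90; inconclusive = only one of the two criteria met; inactive = neither criterion met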;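 note: higher luciferase means less miR-122 activity so hits act as miR-122 inhibitors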
PAX8 inh HTS: PAX8 transcriptional activity inhibition; hit rate 1.2% among 360,000; RMG-I TPO-luciferase reporter, SteadyGlo, 24 h; inhibition, % at 12.6 µM;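 active = mean replicate inhibition at least 60% with every replicate also reaching 60%; inconclusive = only one of the two criteria is met; inactive = mean below 60% and not all replicates reaching 60%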;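 note: luciferase light reporting Pax8 driven TPO promoter activity; plate controls were median of neutral control wells for no effect and mitoxantrone controls for full effect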
FN deposit inh: fibronectin deposition inhibition. AH1F fibroblasts, Alexa488-fibronectin deposition fluorescence, overnight. AID 743247. inhibition, % at 12.6 µM. hit rate 0.086% among 350,000;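 active = mean inhibition across replicates of 30% or more, regardless of how many single replicates reach that level; inconclusive = mean under 30% yet at least half of replicates reach 30%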;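 note: positive control wells lacked labelled fibronectin entirely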
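test system = AH1F fibroblasts assembling fluorescent fibronectin matrix | quantity = 10000 AH1F cells per well | buffer or medium = DMEM plus 2% serum, read in PBS | doses = single dose, pinned | incubation = 1 h cell attachment, overnight exposure to compound and label | detection = fluorescence at 485 nm excitation, 525 nm emission | read-out basis = inhibition from reduced deposited-fibronectin fluorescence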
DENV2 CPE: inhibitors of DENV2 cytopathic effect. DENV2-infected cells, cytopathic effect rescue, plate reader. CPE inhibition, % at 9.99 µM. hit rate 1.7% among 350,000; in the data active = CPE inhibition above about 20%, passing the limit was not always enough; inconclusive = no clear call, values can overlap the other calls; tested in BHK-21 cells;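 note: 0% = median of neutral control wells and 100% = median of positive control wells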
EWS-Fli block: blocks EWS/Fli oncoprotein-driven transcription | A673 NR0B1-luciferase reporter, viability-normalised | inhibition, % at 12.6 µM | hit rate 0.67% among 350,000 | AID 651661;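 active = mean inhibition of at least 50% after viability correction, with every replicate also passing that limit; inconclusive = mean reaches 50% but only one of two replicates passes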;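 note: firefly luciferase signal divided by Alamar Blue viability fluorescence both relative to DMSO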
Numbers without * were called inactive; ? = inconclusive; / = no result given; & = joins results of further samples; [ ] = remark or other dose.

smiles	GSIS activator	F508del corr	miR122 inh	PAX8 inh HTS	FN deposit inh	DENV2 CPE	EWS-Fli block
O=C(C[C@@H]1C=C[C@@H](NC(=O)Cc2cccnc2)[C@H](CO)O1)Nc1ccccc1	-5	0.3	/	4	/	4	-2
CC(C)Nc1ccc(C(CC(N)=O)NC(=O)c2ccccc2)cc1[N+](=O)[O-] (stereo not drawn)	/	0.6	-8	4	-5	-11	-6
Cc1noc(C)c1NC(=O)N(C)C[C@H]1Oc2c(NS(=O)(=O)c3c(C)noc3C)cccc2C(=O)N([C@H](C)CO)C[C@H]1C	10	0.6	2[16.7 µM]	/	2	17	-5
Cc1cc(=O)c2ccc(Cl)cc2[nH]1	31	0.0	-12	5	1	/	15
C[C@H]1CN([C@@H](C)CO)C(=O)c2cccc(NC(=O)C3CCOCC3)c2O[C@@H]1CN(C)Cc1ccc(C(=O)Nc2ccccc2N)cc1	4	5.3	/	-4	/	-9	36
O=C(Cc1ccc(Br)cc1)N1CCOCC1	5	-0.9	-2	-14	4	?	-15
Cc1noc(C)c1COc1ccccc1C(=O)N1CCN(S(=O)(=O)c2ccccc2C(F)(F)F)CC1	-23	-2.5	-7	7	-7	-5	11
CCCC/S(CC1CC1(Cl)Cl)=N\S(=O)(=O)c1ccc(C)cc1 (stereo not drawn)	-11	/	2	/	-1	/	/
COCC(=O)N(C)C[C@@H]1Oc2cc(-c3ccc(OC)cc3)ccc2S(=O)(=O)N([C@@H](C)CO)C[C@H]1C	3	-3.1	-2[16.7 µM]	/	/	-3	-14
CCOC(=O)[C@]12CCCC=C1N(CCC1=CCCCC1)C(=O)[C@H](CC(=O)N1CCCCC1)C2	-34	0.4	/	15	3	-11	9
CN(CC(=O)NCCc1ccc(S(N)(=O)=O)cc1)CC(=O)Nc1ccc(Cl)cc1	-9	0.7	/	/	-4	-3	2
N#CN/C(=N\S(=O)(=O)c1ccccc1)c1ccccc1	-6	-1.2	8	1	-4	8	10
CCc1ccc(CNC(=O)C2CCCN(c3nn4c(=O)cc(C)nc4s3)C2)cc1 (stereo not drawn)	8	1.3	-6	-4	9	0	4
Cc1nnc(NC(=O)CSc2nccn2Cc2ccccc2)s1	/	-0.8	-7	-2	0	-8	8
CCOC(=O)c1ccc(NC(=O)c2nc[nH]c2C(=O)N(CC)CC)cc1	8	-1.2	-5	-4	-4	-7	-6
COc1ccc(C(=O)NC2CC3CCCC(C2)N3Cc2ccccc2)cc1OC (stereo not drawn)	/	0.1	-2	-2	3	/	12
COc1ccc(-n2c(-c3ccc(Br)cc3)c[n+]3c2CCC3)cc1	-53	3.0	8	80*	13	2	23
COc1ccccc1C(=O)Nc1ccc2c(c1)OC[C@H](C)NC[C@H](C)[C@@H](OC)CN(C)C2=O	18	1.1	/	/	3	11	/
O=C(NCc1cccc(Cl)c1)C1Cc2c(-c3ccccc3)ccnc2O1 (stereo not drawn)	-37	-0.8	-1	-20	5	4	-17
COc1ccc(C(CC(=O)Nc2ccccn2)N2Cc3ccccc3C2=O)cc1 (stereo not drawn)	-23	-1.0	/	-55	-4	3	-51
CCC1(c2ccc(F)cc2)NC(=O)N(CC(=O)N2CCN(C(=O)c3ccco3)CC2)C1=O (stereo not drawn)	-9	0.3	-1	8	4	5	-6
CC(C)NC(=O)N1CCCCN2[C@H](CO)[C@H](c3ccc(C4=CCCC4)cc3)[C@@H]2C1	-2	-2.5	1[16.7 µM]	4	/	/	-5
Cn1c(-c2cnn(-c3ccccc3)c2-n2cccc2)n[nH]c1=S	0	2.0	/	4	4	-2	2
COc1ccc(NC(=O)N(C)C[C@@H]2OCCCC[C@@H](C)Oc3ccc(NS(=O)(=O)c4c(C)noc4C)cc3C(=O)N([C@H](C)CO)C[C@@H]2C)cc1	1	0.2	-3[16.7 µM]	5	/	7	-6
CNC[C@@H]1OCCCC[C@H](C)Oc2ccc(NC(=O)c3ccncc3)cc2C(=O)N([C@@H](C)CO)C[C@@H]1C	-5	-0.1	2[16.7 µM]	-13	/	5	-10
O=[N+]([O-])c1ccc(/C=N/n2cn[nH]c2=S)cc1	17	-3.2	5	-3	6	0	-2
CO[C@H](CN(C)Cc1nccs1)[C@@H](C)CN([C@H](C)CO)S(=O)(=O)c1ccc(C)cc1	1	-3.4	/	/	-9	4	6
CCC(=O)NCc1ccc2[nH]c(C)cc2c1	5	-2.5	/	14	/	0	-1
COCCCNc1oc(-c2cccs2)nc1S(=O)(=O)c1ccc(C)cc1	12	0.4	/	-10	/	8	-6
CCN(CC)S(=O)(=O)c1ccc(N=NC2=C(O)CC(C)(C)CC2=O)cc1	-17	/	/	-2	0	/	/
Cc1nnc(SC(C)C(=O)NC2CCCCC2)[nH]c1=O (stereo not drawn)	-3	-1.2	-1	4	4	7	-5
COC(=O)c1ccc(N=CC2=C(O)CC(c3ccccc3)CC2=O)cc1 (stereo not drawn)	8	1.3	3	4	7	10	13
O=C(O)c1cc(S(=O)(=O)N(Cc2ccccc2)c2ccc(Cl)cc2)ccc1Cl	8	-0.2	0	-4	9	5	-11
CC(C)C#Cc1ccc([C@H]2[C@@H](CO)N(C(=O)c3ccccn3)[C@H]2C#N)cc1	-9	0.7	/	20	3	-14	-6
O=c1c(Cl)c(N2CCN(S(=O)(=O)c3ccccc3)CC2)cnn1-c1ccccc1	1	/	-12	/	-1	/	/
COc1ccc(NC(=O)Nc2ccc3c(c2)[C@@H]2C[C@@H](CC(=O)NCc4ccccn4)O[C@H](CO)[C@@H]2O3)cc1	18	0.0	1[16.7 µM]	9	/	3	3
C[C@@H]1CCCCO[C@@H](CN(C)S(=O)(=O)c2ccc(F)cc2)[C@H](C)CN([C@H](C)CO)C(=O)c2cc(NS(=O)(=O)c3ccc(Cl)cc3)ccc2O1	1	0.9	-9[16.7 µM]	86*	-2	-4	16
Cc1cccc(NC(=O)c2cccc(S(=O)(=O)N3CCc4ccccc4C3)c2)n1	12	-1.2	-1	21	-3	-1	9
CC(=O)c1ccc(OCCCC(=O)NCCc2ccc(C(F)(F)F)cc2)cc1	-6	-0.2	-9	3	-3	-1	12
COCCCN1C(=O)C(CC(=O)NCc2cccc3ccccc23)CC(C(=O)N2CCCCCC2)=C1C (stereo not drawn)	-6	-2.0	/	17	10	-3	2
COc1ccc(NC(=O)CN(c2ccc(Cl)cc2)S(C)(=O)=O)cc1OC	/	/	-6	2	1	-1	-4
C[C@@H]1CN([C@@H](C)CO)C(=O)c2cc(NS(C)(=O)=O)ccc2O[C@@H]1CN(C)CC1CCCCC1	1	0.0	14[16.7 µM]	-8	-8	-5	-5
CCCOC(=O)c1ccc(NC(=O)COC(=O)C2CCN(c3ccc(C(F)(F)F)cn3)CC2)cc1	-12	-2.1	-4	-35	9	16	-19
Cc1noc(C)c1NC(=O)N[C@@H]1C=C[C@H](CC(=O)N2CCCCC2)O[C@H]1CO	-6	1.1	/	-4	-2	-4	-8
CC(=O)N[C@H]1CC[C@H](CCNC(=O)C2CCC2)O[C@H]1CO	8	-0.7	/	-19	2	2	3
Cc1noc(C)c1NC(=O)N(C)C[C@@H]1Oc2c(NC(=O)Nc3ccccc3)cccc2C(=O)N([C@@H](C)CO)C[C@H]1C	3	1.7	3[16.7 µM]	/	/	/	1
Cc1ccc(C(=O)NNc2ncnc3ccccc23)cc1	-6	-0.6	1	-103	-3	?	-56
Cc1ccc(C(=O)N2CCN(S(=O)(=O)N3CCCCC3)CC2)cc1	3	0.0	1	3	/	2	3
Cc1ccc(S(=O)(=O)NCCCC(=O)O)cc1	8	1.9	-5	-5	-6	/	7
Cc1ccc(NS(=O)(=O)c2cccc(C(=O)NC3CC3)c2)c(C)c1	-2	-0.7	/	5	-7	?	-4
Cc1cccc(Nc2nc(OCC#N)nc(N(C)C)n2)c1	27	5.6	5	34	1	-9	9
COc1ccc(CNc2ccc3c(c2)CCC3)cc1Br	/	-1.0	4	-22	10	-2	-16
COc1cccc(-c2ccc3c(c2)O[C@H](CN(C)C(=O)c2ccccc2F)[C@H](C)CN([C@@H](C)CO)S3(=O)=O)c1	-15	-2.5	10[16.7 µM]	20	/	-1	4
Cc1ccc(S(=O)(=O)N(C)C[C@@H]2Oc3ccc(NC(=O)Cc4cn(C)c5ccccc45)cc3C(=O)N([C@@H](C)CO)C[C@@H]2C)cc1	1	3.4	-4[16.7 µM]	18	/	17	-9
Cc1csc(Nc2ccc(Cl)cc2)n1	-10	-1.7	-3	-180	-25	-4	-86
CCC(=O)N1[C@H](CO)[C@@H](c2ccccc2)C12CN(C(=O)Cc1ccccc1)C2	-6	0.1	/	-9	/	-9	1
CC[C@]12c3[nH]c4ccc(OC)cc4c3CCN1C(=O)C(CC(=O)NCC13CC4CC(CC(C4)C1)C3)C[C@@H]2C(=O)N1CCN(C(=O)C2CC2)CC1 (stereo partly drawn)	/	-0.5	-1	5	0	10	17
COc1ccc(C)cc1NC(=O)CN(Cc1nnc(-c2ccc(Cl)cc2)o1)C1CCCC1	/	/	2	-1	-8	/	/
CCCNC(=O)N[C@@H]1CC[C@H](CCn2cc(C3CCCCC3)nn2)O[C@H]1CO	9	-0.8	7[16.7 µM]	-2	-8	-5	-6
Cc1n[nH]c(=O)c2c(NC(=O)CSc3nc4ccccc4c(=O)n3CCCO)oc(C)c12	17	3.5	2	10	-3	2	-3

Additional records follow.
smiles	GSIS activator	F508del corr	miR122 inh	PAX8 inh HTS	FN deposit inh	DENV2 CPE	EWS-Fli block
CO[C@H]1CN(C)C(=O)c2cc(NC(C)=O)ccc2OC[C@H](C)N(C(=O)CN2CCOCC2)C[C@@H]1C	-12	0.9	-6[16.7 µM]	/	-57	10	9
O=C(CCc1ccccc1)NNC(=O)c1ccncc1	/	2.3	1	6	-2	0	-3
CC(C)NC(=O)Nc1ccc2c(c1)C(=O)N([C@H](C)CO)C[C@@H](C)[C@H](CN(C)S(=O)(=O)c1cccs1)OCCCC[C@@H](C)O2	-12	0.7	78[16.7 µM]	10	1	11	6
CC(=O)c1ccc(NC(=O)c2noc3c2CCCCC3)cc1	21	/	-9	/	5	/	/
O=C(Nc1cccc(F)c1)N1CC(=O)N2[C@H](CO)[C@H](c3ccc(Br)cc3)[C@@H]2C1	-14	-0.5	/	2	/	2	4
Cc1cnc(C(=O)OCC(=O)N2CCN(S(=O)(=O)c3ccc(Cl)cc3)CC2)cn1	15	3.0	-9	0	-1	1	-2
O=C(CCl)N1c2ccccc2SCC1c1ccccc1 (stereo not drawn)	15	-2.1	-6	14	-3	-2	61*
Cn1ccc2cc(NC(=O)Nc3cccnc3)ccc21	/	0.2	-4	-57	-1	-5	-46
C/C=C/c1cnc2c(c1)C(=O)N([C@@H](C)CO)C[C@@H](C)[C@H](CN(C)C(=O)C1CCOCC1)O2	2	-1.1	0[16.7 µM]	10	/	12	4
CC(=O)N1[C@H](CO)[C@@H](c2ccccc2)[C@H]1CN(C(=O)NC(C)C)C1CCCC1	-1	-0.1&1.5	-8&-50[16.7 µM]	13&-5	-12	-5&8	0&8
COc1ccc(N2CCN(C(=O)c3ccc(CNS(=O)(=O)c4ccc(C)cc4)cc3)CC2)cc1	-23	-2.7	-8	19	-2	3	12
COc1ccccc1Cc1c(-c2ccco2)nc2cc(C)c(Br)c(C)n12	-11	-2.6	/	38	1	17	10
Cc1ccc(NC(=O)CC2Oc3ccc(C)cc3NC2=O)cc1 (stereo not drawn)	-11	-3.0	4	6	2	-3	-5
